PKA-R2B act = activators of PKA-R2B holoenzyme, primary screen, biochemical, fluorescence polarization, Cy5-IP20, human | PKA-R2B holoenzyme dissociation; R2B truncated from residue 108, S112A mutant; 0% DMSO only, 100% 113 µM cGMP | activation, % at 11.4 µM | 340,000 compounds, 0.079% hits;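 active = activation above a cutoff set at the mean over all compounds plus 3 SD, cut at about 18% in these data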;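 note: higher means more holoenzyme dissociation and a rise in polarization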
Target sequence (P31323 whole entry, looked up, other chains not shown, the tested form may be a part): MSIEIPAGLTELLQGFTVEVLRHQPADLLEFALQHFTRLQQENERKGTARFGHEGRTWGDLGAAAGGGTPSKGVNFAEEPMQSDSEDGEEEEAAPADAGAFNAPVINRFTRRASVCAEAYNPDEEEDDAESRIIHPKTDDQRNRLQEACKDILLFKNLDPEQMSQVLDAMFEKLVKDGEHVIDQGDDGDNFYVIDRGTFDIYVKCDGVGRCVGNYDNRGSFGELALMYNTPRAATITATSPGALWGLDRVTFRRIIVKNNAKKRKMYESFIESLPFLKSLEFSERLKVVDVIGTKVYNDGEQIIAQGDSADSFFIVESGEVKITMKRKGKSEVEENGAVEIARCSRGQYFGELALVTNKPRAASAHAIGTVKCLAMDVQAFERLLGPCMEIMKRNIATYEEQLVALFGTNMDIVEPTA
DAGLB inh = DAGLB lipase inhibitors, primary screen, biochemical, fluorescence, HTS. Diacylglycerol lipase-beta (Homo sapiens), Q8NCG7. HEK293T DAGLB membrane lysate, EnzChek fluorogenic substrate. inhibition, % at 5.17 µM. 340,000 compounds, 0.059% hits. AID 504411, 2011; in the data active = inhibition above about 34%;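 note: 0% = enzyme with vehicle and 100% = wells lacking enzyme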
Target sequence (Q8NCG7 whole entry, looked up): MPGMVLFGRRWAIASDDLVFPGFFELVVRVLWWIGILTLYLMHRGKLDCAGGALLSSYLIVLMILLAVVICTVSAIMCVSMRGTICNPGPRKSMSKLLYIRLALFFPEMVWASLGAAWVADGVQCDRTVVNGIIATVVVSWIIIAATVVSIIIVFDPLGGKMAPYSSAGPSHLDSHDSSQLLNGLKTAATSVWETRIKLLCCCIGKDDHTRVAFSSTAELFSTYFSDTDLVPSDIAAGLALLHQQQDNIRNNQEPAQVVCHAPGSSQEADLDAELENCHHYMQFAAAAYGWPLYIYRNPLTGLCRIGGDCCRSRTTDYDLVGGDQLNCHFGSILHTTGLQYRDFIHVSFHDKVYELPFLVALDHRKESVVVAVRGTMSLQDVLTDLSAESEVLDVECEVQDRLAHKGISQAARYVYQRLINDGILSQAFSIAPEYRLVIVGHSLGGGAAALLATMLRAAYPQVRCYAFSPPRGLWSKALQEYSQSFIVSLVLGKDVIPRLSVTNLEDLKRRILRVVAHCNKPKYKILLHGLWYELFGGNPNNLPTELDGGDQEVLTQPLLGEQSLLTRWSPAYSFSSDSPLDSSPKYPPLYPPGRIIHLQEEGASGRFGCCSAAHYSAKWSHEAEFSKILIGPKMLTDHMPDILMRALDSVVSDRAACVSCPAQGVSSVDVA
Rtt109 Vps75 = inhibitors of C. albicans Rtt109/Vps75 HAT, primary screen, biochemical, ThioGlo CoA-SH fluorescence, plate reader. purified Rtt109/Vps75, 4 h. inhibition, % at 34.9 µM. 330,000 compounds, 0.16% hits. AID 540336, 2011;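 active = inhibition of at least 50% in every replicate; inconclusive = best replicate reaches 50% inhibition but some replicates fall short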
Keap1 Nrf2 FP = Keap1-Nrf2 protein-protein interaction inhibitors, primary screen, biochemical, fluorescence polarization, single point | inhibition, % at 9.4 µM | 340,000 compounds, 0.15% hits | Kelch-like ECH-associated protein 1 (Homo sapiens), Q14145 | Keap1 Kelch-Nrf2 peptide fluorescence polarization, 1536-well; in the data active = inhibition above about 12%; inconclusive = no clear call, values can overlap the other calls; inactive = below about 7.3%;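 note: human Keap1 Kelch domain with fluorescein labeled Nrf2 9mer peptide probe; 0% = neutral control wells and 100% = peptide positive control; higher means more block of Keap1 binding to Nrf2 peptide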
SR-BI DiI-HDL act = activators of SR-BI mediated DiI-HDL uptake, primary screen, ldlA[mSR-BI] CHO cells, DiI fluorescence | 3 h; 100 = double the neutral-control signal | activation, % at 12.5 µM | 320,000 compounds, 0.096% hits;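 active = mean replicate activation of at least 60% and every replicate at or above 60%; inconclusive = mean or all-replicate condition met, but not both; inactive = mean below 60% and not all replicates reaching 60%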;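 note: 0% = median plate neutral-control signal and 100% = twice that signal; values of inactives mirror those of a sister screen read the other way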
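system = CHO ldlA[mSR-BI] cells, LDL receptor-null, SR-BI overexpressing | medium = Ham's F12 with 0.5% BSA, HEPES 25 mM, pH 7.4 | probe or stimulus = DiI-HDL 10 µg/mL | compound dosing = single-point compound dose | incubation = compound exposure 3 h, 37 °C | technique = DiI fluorescence, bottom read | read-out = cell-associated DiI fluorescence as measure of HDL uptake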
RTF Ca sens act = cardiac RTF calcium sensitivity activators, primary screen, biochemical, IANBD-TnC fluorescence, EC20 calcium; Troponin I, cardiac muscle (Homo sapiens) + Troponin T, cardiac muscle (Homo sapiens) + …; IANBD-labeled TnC RTF fluorescence at EC20 calcium; 0% EC20 calcium, 100% full calcium; activation, % at 7.2 µM; 340,000 compounds, 0.24% hits;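 active = activation above the mean over all tested compounds plus 3 SD, cut at about 30% in these data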;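 note: rise in fluorescence read as greater calcium sensitivity of cardiac thin filaments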
CAL PDZ FP-1 = CAL PDZ peptide-binding inhibitors, primary screen, biochemical, fluorescence polarization, Cer-tagged CAL PDZ, HTS. 330,000 compounds, 0.02% hits. purified CAL PDZ, TMR-peptide fluorescence polarization, 1 h. AID 504414, 2011. inhibition, % at 20 µM;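 active = highest replicate inhibition of at least 40%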;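 note: plate controls were DMSO neutral control wells for no effect and unlabeled competitor peptide control wells for full effect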
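Material: tagged CAL PDZ protein CerCALP, purified; buffer or medium: sodium phosphate/NaCl buffer pH 7.4 with TCEP, IgG, Thesit; also added: fluorescent TMR peptide probe; schedule: 1 h incubation at room temperature before polarization reading; technique: fluorescence polarization from S- and P-plane intensities, G-factor corrected; control set: unlabelled peptide and DMSO controls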
RTF Ca sens inh = cardiac RTF calcium sensitivity inhibitors, primary screen, biochemical, IANBD-TnC fluorescence, EC70 calcium; 340,000 compounds, 0.12% hits; IANBD-labeled cardiac RTF, Ca2+ fluorescence; inhibition, % at 7.15 µM;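 active = inhibition above the mean inhibition of all tested compounds plus 3 SD, cut at about 17% in these data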;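 note: assay run at fixed EC70 calcium of 1.6 mM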
C-LANA FP = inhibitors of KSHV C-LANA binding to DNA, primary screen, biochemical, fluorescence polarization, FAM-LBS DNA, MBP-C-LANA, single point | 340,000 compounds, 0.078% hits | inhibition, % at 9 µM | Kaposi's sarcoma herpesvirus LANA C-terminal domain (residues 932-1162) DNA binding;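 active = highest replicate inhibition at or above 60% at 9 µM, even if other replicates fall short; inactive = all replicates below 60% inhibition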;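 note: 0% = neutral control wells and 100% = 4 µM acridine orange control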
CAL PDZ FP-2 = untagged CAL PDZ binding inhibitors, primary screen, biochemical, fluorescence polarization, HTS. 300,000 compounds, 0.92% hits. AID 602252, 2012. inhibition, % at 24.9 µM. Golgi-associated PDZ and coiled-coil motif-containing protein (Homo sapiens), Q9HD26. purified CAL PDZ, TMR-peptide fluorescence polarization, 1 h;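 active = mean inhibition of at least 30% with at least half of replicates also reaching 30%; inconclusive = no clear call, values can overlap the other calls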;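 note: 0% = DMSO neutral control and 100% = excess unlabeled competitor peptide PRC23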
* = called active by the depositor; i = inactive; ? = inconclusive; . = no result given. Outcome played no part in choosing rows; overall some 1.6% were active at least once.

Results follow in this order: PKA-R2B act | DAGLB inh | Rtt109 Vps75 | Keap1 Nrf2 FP | SR-BI DiI-HDL act | RTF Ca sens act | CAL PDZ FP-1 | RTF Ca sens inh | C-LANA FP | CAL PDZ FP-2
- CC(C)c1ccc(NC2CCCN(C(=O)CCN3CCOCC3)C2)cc1 (stereo not drawn)
→ 0 | 1 | 4 | -1 | 2 | -4 | -0.3 | 5 | -0.3 | -1
- O=C(OCC12CC3CC(CC(C3)C1)C2)c1ccc(NCc2cc(O)ccc2O)cc1
→ -10 | 1 | 2 | 3 | -5 | 5 | -0.7 | 2 | -1.9 | -4
- CCOC(=O)c1c(C)oc2cc(Br)c(OC(=O)N3CCOCC3)cc12
→ -3 | -8 | -3 | -6 | -7 | 3 | -2.1 | -1 | -0.3 | -4
- CCOC(=O)/C(=N\Nc1ccc(OC)cc1)c1csc(Nc2ccccc2)n1
→ 2 | 3 | 1 | 0 | -99 | -1 | -2.3 | -5 | -0.1 | -2
- OCCCn1c(C2CCCN2c2nc(-c3ccc(F)cc3)cs2)nc2cc(Cl)c(Cl)cc21 (stereo not drawn)
→ 7 | 3 | -5 | -4 | -14 | 0 | 0.2 | 3 | 1.0 | 0
- O=C1C=C(c2ccc3[nH]ccc3c2)C[C@@H](c2ccc(F)cc2)C1
→ -9 | 0 | -6 | -10 | -29 | 6 | -1.3 | -10 | -0.2 | -6
- CCO/C=C1\C(=O)N(CC)c2ccccc21
→ -4 | 0 | -2 | -3 | -15 | 7 | -1.9 | 0 | -0.8 | 5
- N#CCCN(C(=O)CSc1nc2ccccc2c(=O)[nH]1)c1ccc(F)cc1
→ -6 | 0 | 1 | -3 | 0 | -1 | 0.0 | 1 | -0.4 | 5
- CCCCNC(=O)N(O)C1N(/N=C/c2ccccc2OC)C(=S)SC1(C)C (stereo not drawn)
→ 4 | 1 | 1 | -2 | ? | -6 | -2.6 | 1 | -0.9 | -3
- C[C@H](Nc1ccc(C(F)(F)F)cc1[N+](=O)[O-])C(=O)O
→ 3 | 2 | -6 | 0 | -3 | 0 | -1.4 | -8 | -0.6 | -3
- COCCN(C(=O)CSc1nc2ccc(OC)cc2[nH]1)c1c(N)n(Cc2ccccc2)c(=O)[nH]c1=O
→ 3 | 3 | 1 | -3 | 22 | -2 | 1.4 | -10 | 0.8 | -3
- Cc1ccc(P(C)(=O)c2ccc(C)cc2)cc1
→ -1 | -3 | 0 | -1 | . | 5 | 1.3 | 6 | 0.9 | -3
- Cc1ccc(NC(=S)/C(=C(\[O-])c2ccc(Cl)s2)[n+]2cccc(CO)c2)cc1C
→ 4 | 4 | 4 | 3 | -31 | -3 | -1.5 | -10 | -6.6 | 7
- CC1CCCN(c2nc3ccsc3c(=O)s2)C1 (stereo not drawn)
→ 6 | -10 | -8 | 0 | 1 | -4 | -1.3 | 1 | -2.4 | .
- CC(C)C(NC(=O)c1c(F)cccc1F)C(=O)NCc1ccncc1 (stereo not drawn)
→ -5 | -1 | -3 | -5 | 13 | 5 | -0.7 | 8 | 0.1 | -7
- Cc1cc2cc(CNC(=O)COc3ccccc3)ccc2n1C
→ -2 | 8 | -4 | 2 | 14 | 3 | -0.1 | 2 | 7.9 | -3
- COc1ccc(-n2c(SCc3ccc([N+](=O)[O-])cc3)nnc2-c2ccc(C)cc2)cc1
→ -1 | -2 | -10 | 1 | -35 | 0 | -2.4 | 6 | 0.1 | 0
- Cc1ccc(N/N=C(/Sc2nnnn2-c2ccccc2)C(=O)c2ccccc2)cc1
→ -12 | 10 | 7 | -4 | 8 | -12 | -0.1 | -7 | 0.3 | -5
- O=C(CSc1nc(NS(=O)(=O)c2ccccc2)cc(=O)[nH]1)Nc1ccc(F)cc1
→ -8 | 2 | 18 | -1 | 28 | 1 | -1.5 | -2 | 0.3 | 4
- CCOC(=O)C/C(N)=N/NC(=O)c1ccc(Cl)cc1Cl
→ 2 | 2 | -2 | -2 | -3 | 4 | -1.2 | -9 | 0.5 | -5
- COc1ccc(OC)c2nc3c(C(=O)NCCN(C)C)cccc3nc12
→ -11 | 0 | 1 | 3 | 13 | -5 | -0.3 | 5 | -33 | -2
- CCC(C)Sc1nc2c(c(=O)[nH]c(=O)n2C)n1CCc1ccccc1 (stereo not drawn)
→ 2 | -1 | 0 | 1 | . | 1 | -4.6 | 1 | 0.3 | 1
- CCC(C(=O)OCC(=O)Nc1ccc(C(=O)Nc2ccc(OC)cc2)cc1)c1ccccc1 (stereo not drawn)
→ -6 | 0 | -1 | 2 | -79 | -1 | -2.7 | -2 | 1.9 | -2
- Cc1nc(NC(=O)/C=C/c2ccc(F)cc2)sc1C(=O)N(C)C
→ -1 | -1 | -1 | -1 | -21 | 4 | -3.4 | -9 | 1.2 | -1
- O=C(NCC1CCCO1)C1CCN(S(=O)(=O)c2cccc3cccnc23)CC1 (stereo not drawn)
→ -4 | 2 | -11 | 0 | -5 | 3 | -0.5 | -4 | 0.3 | -10
- CN(NS(=O)(=O)c1ccccc1)C(=O)c1ccccc1
→ 8 | 2 | 1 | -2 | -2 | 3 | 0.4 | 3 | 6.2 | -2
- O=C1CCC(=O)N1CCCCCc1nc(-c2ccccc2)no1
→ 1 | 1 | -2 | -5 | -9 | -3 | 0.6 | 6 | -0.4 | .
- O=C(NCC(c1ccc(F)cc1)N1CCOCC1)c1ccc(Br)o1 (stereo not drawn)
→ -7 | -1 | 2 | 4 | 8 | 6 | -0.6 | -1 | -0.3 | 0
- COCCNC(=S)N(CCc1c(C)[nH]c2ccc(F)cc12)Cc1cccnc1
→ 2 | 2 | 15 | 5 | -19 | 4 | -0.6 | -7 | -1.0 | -2
- CN(Cc1ccccc1)S(=O)(=O)c1cccc2cccnc12
→ -9 | -8 | 3 | 0 | 2 | -1 | -2.0 | -15 | 0.8 | .

Brought forward from above: 3 entries, followed by the next part.
Results follow in this order: PKA-R2B act | DAGLB inh | Rtt109 Vps75 | Keap1 Nrf2 FP | SR-BI DiI-HDL act | RTF Ca sens act | CAL PDZ FP-1 | RTF Ca sens inh | C-LANA FP | CAL PDZ FP-2
- O=C(NCC(c1ccc(F)cc1)N1CCOCC1)c1ccc(Br)o1 (stereo not drawn)
→ -7 | -1 | 2 | 4 | 8 | 6 | -0.6 | -1 | -0.3 | 0
- COCCNC(=S)N(CCc1c(C)[nH]c2ccc(F)cc12)Cc1cccnc1
→ 2 | 2 | 15 | 5 | -19 | 4 | -0.6 | -7 | -1.0 | -2
- CN(Cc1ccccc1)S(=O)(=O)c1cccc2cccnc12
→ -9 | -8 | 3 | 0 | 2 | -1 | -2.0 | -15 | 0.8 | .
- COc1ccc(C2=NN(C(=O)CCC(=O)O)C(c3ccc([N+](=O)[O-])cc3)C2)cc1 (stereo not drawn)
→ 4 | -1 | -2 | -3 | 4 | 1 | 0.1 | 6 | 1.4 | 2
- COc1cc2ccccc2cc1C(=O)OCC(=O)N(C)c1c(N)n(Cc2ccccc2)c(=O)[nH]c1=O
→ -8 | 2 | -5 | -3 | -40 | -2 | -4.0 | -9 | -0.6 | -4
- Cc1ccc2[nH]c(=O)c(C(c3nnnn3CCc3ccccc3)N3CCOCC3)cc2c1 (stereo not drawn)
→ -3 | -1 | 5 | 2 | -5 | 1 | -1.0 | -6 | 0.1 | 1
- CC(C)CC(=O)NC(=S)Nc1ccc(S(=O)(=O)N2CCCC2)cc1
→ 13 | -2 | 4 | 1 | -4 | -2 | 1.0 | -4 | -2.3 | -3
- CC(C)CCN1C(=O)c2ccc(C(=O)Nc3ccccn3)cc2C1=O
→ -1 | 1 | -23 | -3 | 3 | -1 | -1.8 | -8 | -0.3 | -1
- Nc1c(Cl)cc(C2=NCCn3c2c2ccccc2[n+]3[O-])cc1Cl
→ -23 | 3 | 9 | -2 | -12 | -3 | -0.4 | -2 | 1.0 | -1
- NC(=S)Nc1ccc(F)cc1F
→ 6 | 0 | -4 | 2 | -19 | -2 | -0.5 | 0 | -7.2 | 0
- CC1CC(C)CN(CCCNC(=O)c2cc3c(s2)-c2ccccc2OC3)C1 (stereo not drawn)
→ 0 | 2 | i | -2 | 11 | 1 | -4.7 | 3 | -2.9 | .
- CC(=O)c1cn(C)c(=O)c2ccccc12
→ . | . | 10 | 1 | 8 | . | -0.2 | . | -0.3 | -26
- S=c1nc(-c2ccccc2)[nH]c2ccccc12
→ 11 | -1 | 2 | -3 | 12 | -8 | -0.5 | 9 | -1.3 | .
- CCn1ccnc1[C@@H]1C[C@H]2CN(Cc3ccccc3OC)C(=O)[C@]23CCCN13
→ -4 | 2 | -5 | 3 | . | -4 | -3.4 | -6 | -0.7 | 10
- CC1CCCC(NC(=O)CCC(=O)NCc2ccccc2)C1C (stereo not drawn)
→ 0 | 0 | -4 | -3 | -7 | 6 | -0.1 | 1 | 0.1 | -5
- COc1ccccc1C(=O)Nc1ccc(N2CCN(C(C)=O)CC2)cc1
→ 3 | -1 | 2 | 0 | -7 | -10 | -2.0 | -11 | -0.2 | -2
- Cc1cc(C)cc(Oc2nn[nH]n2)c1
→ -8 | 0 | -4 | 0 | 27 | 3 | -0.1 | -2 | -1.8 | -1
- CCCN1C2CCCC1CC(NC(=O)c1ccccc1OCC)C2 (stereo not drawn)
→ -5 | 1 | 5 | -3 | 23 | -8 | -0.3 | -1 | 0.3 | -1
- CC1CCCC(C)N1C(=O)COC(=O)c1ccc(S(=O)(=O)N(C)c2ccccc2)cc1 (stereo not drawn)
→ 4 | -6 | 7 | 0 | -1 | -2 | -0.3 | 2 | 0.2 | -3
- CN1CCN(CCC=C2c3ccccc3Sc3ccc(S(=O)(=O)N(C)C)cc32)CC1
→ -9 | 1 | 8 | -6 | 10 | -6 | -1.5 | -4 | -0.4 | 7
